# MEX-5 binding = C. elegans MEX-5 TCR-2 RNA binding activity; activity score (negative = inhibition of binding), % at 10 µM; MEX-5/FITC-TCR2 RNA binding, fluorescence polarization; hits give low values; 300,000 compounds, 0.38% hits; Q9XUB2;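 active = inhibition past about -25% in most replicates, and total fluorescence under double the plate's negative control median, limit read from the data; inconclusive = replicates evenly split on the limit, or fluorescence at least double controls; inactive = too little inhibition in most replicates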;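 also: 0% = DMSO and -100% = 5 µM competing unlabeled TCR2 RNA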
# AGP1 TOR yeast = alters AGP1-GFP fluorescence in TOR pathway yeast screen; S. cerevisiae AGP1-GFP multiplex flow cytometry, 3 h; GFP as percent of DMSO wells; GFP response vs DMSO, % at 10 µM; AID 2066; 320,000 compounds, 0.02% hits;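 active = GFP response relative to DMSO above a set limit, near screen average plus 3 SD, cut at about 150% in these data; inconclusive = fewer than 70 cells counted for the yeast strain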;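 also: median GFP channel fluorescence of the gated AGP1 strain per well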
# CR mimetic SO = lowers age-related superoxide in aged yeast cells; S. cerevisiae aged cells, superoxide DHE fluorescence; hits give low values; superoxide response (% of plate mean), % at 10 µM; 330,000 compounds, 0.18% hits; AID 2690;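 active = superoxide response under a set limit, about three screen SD below normal, cut at about 65% in these data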;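 also: yeast aged for seven days with compound at 30 °C before DHE staining; 100% = average MFI of all compound-treated wells on the plate with controls excluded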
# Bcl-xL primary = Bcl-xL (human) inhibition. Q07817. GST-Bcl-xL / FITC-Bim BH3 peptide fluorescence polarization. inhibition, % at 10.9 µM. 320,000 compounds, 0.7% hits. AID 2129;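 active = inhibition above the mean of all tested compounds plus 3 SD, cutoff set per campaign, cut at about 30% in these data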;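 also: 0% = DMSO wells and 100% = unlabeled Bim-BH3 peptide competitor; inhibitors lower millipolarization by displacing the labeled peptide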
# VLA-4 inh = inhibition in a human VLA-4 binding assay; P13612; VLA-4 expressing cells, ligand binding flow cytometry; inhibition, % (about 7 µM as worked out from the volumes in the protocol); 330,000 compounds, 0.2% hits; AID 2557; in the data active = inhibition above about 50%
# GLD-1 RNA inh = GLD-1-TGE RNA interaction inhibition (C. elegans); Q17339; purified GLD-1 + fluorescein TGE RNA, fluorescence polarization; inhibition, % at 5.96 µM; 320,000 compounds, 0.44% hits;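 active = percent inhibition above a per-plate cutoff, the plate mean of test compounds plus 3 SD, cut at about 30% in these data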;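 also: 0% = DMSO wells with GLD-1 and probe and 100% = wells lacking GLD-1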
# MCL1 BIM primary = inhibitors of human MCL1 binding to BIM-BH3 peptide | Q07820 | GST-MCL1 / FITC-Bim-BH3 fluorescence polarization | inhibition, % at 10.9 µM | 320,000 compounds, 0.68% hits | AID 2057;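 active = inhibition above the mean inhibition of all tested compounds plus 3 SD, set per campaign, cut at about 40% in these data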;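 also: 0% = DMSO wells and 100% = unlabeled Bim-BH3 peptide control; higher means more loss of mP so more displacement of Bim peptide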
# Target sequence (Q07820 whole entry, looked up): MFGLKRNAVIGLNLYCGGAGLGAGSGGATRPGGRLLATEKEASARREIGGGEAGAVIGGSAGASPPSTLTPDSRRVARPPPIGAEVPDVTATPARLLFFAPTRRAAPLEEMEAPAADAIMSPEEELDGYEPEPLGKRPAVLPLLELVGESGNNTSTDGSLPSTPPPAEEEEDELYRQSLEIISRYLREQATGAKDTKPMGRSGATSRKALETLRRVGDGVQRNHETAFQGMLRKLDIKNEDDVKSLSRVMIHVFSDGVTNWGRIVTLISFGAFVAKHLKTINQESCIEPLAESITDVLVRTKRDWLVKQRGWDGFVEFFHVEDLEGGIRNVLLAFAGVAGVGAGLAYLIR
# CIT2 TOR yeast = modulators of TOR pathway CIT2-GFP in S. cerevisiae; S. cerevisiae CIT2-GFP strain, flow cytometry, 3 h; 100 means same as DMSO wells; GFP response vs DMSO, % at 10 µM; 320,000 compounds, 0.065% hits; AID 2029;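 active = GFP response relative to DMSO above a set limit, near the screen mean plus 3 SD, cut at about 150% in these data; inconclusive = Fewer than 70 cells measured for a yeast strain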;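 also: ratio of well median GFP fluorescence to mean of DMSO wells on the plate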
# GRK2 aptamer HTS = blocks RNA aptamer binding to human GRK2. P25098. bead flow cytometry, FAM-aptamer displacement from GRK2. inhibition of aptamer binding, % at 10 µM. 330,000 compounds, 0.59% hits. AID 488847;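 active = inhibition of aptamer binding above 40%, roughly 3 SD of noise, on plates passing a quality check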;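 also: median bead fluorescence of bound FAM aptamer so fluorescent compounds give negative values; no value below 0 was filed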
# Target sequence (P25098 whole entry, looked up): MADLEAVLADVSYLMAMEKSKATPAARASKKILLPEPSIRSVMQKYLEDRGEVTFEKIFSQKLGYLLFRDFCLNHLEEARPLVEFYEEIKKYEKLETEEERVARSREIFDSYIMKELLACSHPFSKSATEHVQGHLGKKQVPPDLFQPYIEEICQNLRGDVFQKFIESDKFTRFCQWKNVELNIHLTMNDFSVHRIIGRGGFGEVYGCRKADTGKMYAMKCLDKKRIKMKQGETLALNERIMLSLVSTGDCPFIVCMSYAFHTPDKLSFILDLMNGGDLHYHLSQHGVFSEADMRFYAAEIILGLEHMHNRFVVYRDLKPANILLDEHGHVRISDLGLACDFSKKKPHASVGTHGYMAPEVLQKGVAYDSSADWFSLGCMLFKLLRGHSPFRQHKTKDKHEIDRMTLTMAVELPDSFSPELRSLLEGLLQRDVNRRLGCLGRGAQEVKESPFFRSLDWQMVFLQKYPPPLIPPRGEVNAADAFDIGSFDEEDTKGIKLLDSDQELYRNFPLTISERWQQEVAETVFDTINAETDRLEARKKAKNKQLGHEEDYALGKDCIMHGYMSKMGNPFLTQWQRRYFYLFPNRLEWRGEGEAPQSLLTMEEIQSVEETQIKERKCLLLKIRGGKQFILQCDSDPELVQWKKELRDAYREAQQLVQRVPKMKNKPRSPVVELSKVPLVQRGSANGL
# Active calls of the source: *; ? = inconclusive; nt = no result given; [ ] = dose if it differs, or a comment. Rows were taken by chance (roughly 2.1% active in at least one column).
SMILES,MEX-5 binding,AGP1 TOR yeast,CR mimetic SO,Bcl-xL primary,VLA-4 inh,GLD-1 RNA inh,MCL1 BIM primary,CIT2 TOR yeast,GRK2 aptamer HTS
CCOc1ccccc1N(CC(=O)NCc1ccccc1)C(=O)CCC(=O)Nc1cc(C)ccn1,0.0,94,90,-2,-1,6,-6,92,1
O=[N+]([O-])c1ccccc1N/N=C\c1ccccc1F,1.2,98,99,1,20,4,5,94,1
COc1ccccc1NC(=O)N1CCN(c2ccnc3cc(Cl)ccc23)CC1,4.2,100,103,4,5,-5,2,96,1
CS(=O)(=O)N(CC(=O)Nc1cc(Cl)ccc1Cl)c1ccccc1,-0.9,92,95,1,1,-1,5,98,0
COc1cccc(-n2nnnc2SCC(=O)Nc2ccc(NC(C)=O)cc2)c1,0.5,103,105,10,4,4,0,104,0
Cc1ccc(/C=N/NC(=S)NCCc2ccccc2)s1,-1.7,98,106,-2,39,5,6,96,2
COC(=O)c1cc(C(=O)OCC(=O)N(C)C2CCS(=O)(=O)C2)cc([N+](=O)[O-])c1 (centres undefined),-0.6,105,104,-5,4,6,1,105,3
Cc1ccc(N2C(=O)C3C(C2=O)C(C(=O)c2ccc(Cl)cc2)N2CCCC32)cc1 (centres undefined),-1.8,103,111,73*,-15,46*,72*,101,3
Cc1c(Cl)cccc1NC(=O)NN1CCN(C)CC1,0.7,?,102,nt,4,nt,nt,?,5
COc1cccc(N=c2oc3c(C)ncc(CO)c3cc2C(N)=O)c1,1.7,98,93,11,-8,6,2,93,1
COC(=O)c1cc(C)nc(N)c1C#N,-0.9,106,87,-2,3,-6,-7,103,2
CN(c1ccccc1)c1nc(N)c([N+](=O)[O-])c(Nc2cccc(F)c2)n1,-0.4,102,112,-2,7,3,-5,102,0
CC(C)CN1CCC(=O)N([C@H](CSc2ccccc2)Cc2ccccc2)CC1,-2.9,79,95,3,0,0,6,65,1
COC(CNS(=O)(=O)c1ccc(S(=O)(=O)N2CCCC2)cc1)OC,1.3,97,103,-6,16,-5,-5,93,0
COc1ccc(-c2noc(-c3cccc(OC)c3OC)n2)cc1OC,0.1,93,109,2,1,2,0,85,3
COC(=O)NNC(=O)C(c1ccccc1)c1ccccc1,0.3,104,97,5,2,4,4,93,1
Cc1cc(OCC(=O)OCC(=O)Nc2cc(S(=O)(=O)N3CCOCC3)ccc2Cl)ccc1Cl,nt,96,121,nt,-9,5,nt,91,0
O=C(CCCC(=O)Nc1cccnc1)Nc1cccnc1,0.5,105,107,10,-208,3,9,109,0
Cc1ccc(-n2nc3c(c2NC(=O)c2c(F)cccc2Cl)CS(=O)(=O)C3)cc1C,-0.1,112,95,3,-7,1,5,104,0
COC(=O)C1CC(O)CN1S(=O)(=O)c1cccs1 (centres undefined),-0.4,102,90,-4,18,5,-14,100,1

# As entered above:
# Cc1c(Cl)cccc1NC(=O)NN1CCN(C)CC1 @ MEX-5 binding = 0.7
# COC(=O)c1cc(C)nc(N)c1C#N @ GLD-1 RNA inh = -6
# COc1cccc(N=c2oc3c(C)ncc(CO)c3cc2C(N)=O)c1 @ GRK2 aptamer HTS = 1

# 3 entries out of the list above, arranged by their value in CIT2 TOR yeast, falling:
SMILES,CIT2 TOR yeast
COC(=O)c1cc(C(=O)OCC(=O)N(C)C2CCS(=O)(=O)C2)cc([N+](=O)[O-])c1 (centres undefined),105
Cc1ccc(N2C(=O)C3C(C2=O)C(C(=O)c2ccc(Cl)cc2)N2CCCC32)cc1 (centres undefined),101
COC(=O)NNC(=O)C(c1ccccc1)c1ccccc1,93

# Next section
SMILES,MEX-5 binding,AGP1 TOR yeast,CR mimetic SO,Bcl-xL primary,VLA-4 inh,GLD-1 RNA inh,MCL1 BIM primary,CIT2 TOR yeast,GRK2 aptamer HTS
NC(=O)CSc1nc2ccccc2c(=O)n1Cc1ccccc1,1.5,100,102,-3,11,6,2,102,2
CC(C)C(NS(=O)(=O)c1ccccc1)C(=O)OCc1cc([N+](=O)[O-])cc2c1OCOC2 (centres undefined),0.4,99,95,-1,-7,4,-4,85,0
O=c1ccc2cc(S(=O)(=O)NCc3ccccc3)ccc2[nH]1,-1.1,103,112,7,-4,4,2,91,1
COc1ccc(C2c3ccc4ccccc4c3Oc3ncn(CCCO)c(=N)c32)cc1 (centres undefined),0.7,110,96,-1,5,5,-1,93,0
O=C(Nc1cccc([N+](=O)[O-])c1)N1CCCCCC1,-0.6,96,95,0,-3,-6,-4,97,0
COc1ccc(/C=N/NC(=O)c2ccncc2)cc1Cn1nc([N+](=O)[O-])c(Br)c1C,-0.3,113,98,17,6,-6,17,107,0
Cc1ccc(C(=O)Nc2ccccc2C(=O)N2CCCCCC2)cc1,-2.6,103,97,14,8,5,19,93,nt
O=C1C2C3C=CC(C3)C2C(=O)N1c1n[nH]c(-c2cccnc2)n1 (centres undefined),-0.7,103,86,1,10,7,0,104,0
COc1ccc(-c2nc3n(n2)C(=O)CC(c2ccco2)S3)cc1 (centres undefined),-1.0,99,91,12,-2,1,13,103,3
COc1ccccc1NC(=O)CSc1nnnn1-c1ccc(C)cc1,-0.1,99,112,1,9,3,-1,89,2
O=C(CSc1ncnc2scc(-c3ccccc3)c12)Nc1ccc(C(=O)O)cc1,0.3,100,93,11,0,4,9,90,0
C[C@@]1([C@@H](NC(=O)c2cccs2)c2ccc(-c3ccccc3)cc2)C[C@H]1C1CCCCC1,1.0,nt,nt,5,nt,3,6,nt,nt
O=C(O)CCC(=O)Nc1ccc(N2CCOCC2)cc1,-4.6,97,106,10,-3,0,-2,99,2
COc1cc(/C=N/n2nnnc2N)cc(OC)c1OC,-0.7,108,92,3,9,5,1,101,0
CCN(CC(=O)NC1CCS(=O)(=O)C1)C(=O)/C=C/c1cccs1 (centres undefined),0.0,99,120,-1,-4,7,-2,96,0
O=c1ccc(Oc2nc(N3CCCCC3)nc(N3CCCCC3)n2)n[nH]1,1.1,101,99,1,7,0,5,93,1
COc1ccc(C(=O)O/N=C2\C(=O)N(C)c3ccccc32)cc1,-1.3,88,72,-2,15,3,-2,112,2
CCN(C(=O)COC(=O)/C=C/c1cccc([N+](=O)[O-])c1)c1ccccc1,-0.5,98,102,6,18,1,1,106,7
C=CC[n+]1c(C)csc1Nc1ccc(C(=O)O)cc1,-0.9,99,109,5,4,5,11,100,1
CCc1ccc(-c2cc3c(=O)n(CC(=O)N4CCCCCC4)nc(C)n3n2)cc1,1.3,101,102,1,-108,-10,1,98,0
Cc1ccc(CNC(=O)c2cc(-c3ccccc3)nn2CC2CC(c3cccnc3)=NO2)cc1 (centres undefined),-0.3,88,108,-2,6,-8,-7,86,0
Cc1ccc2c(c1)[C@@H](O)C[C@@H](C)N2N=O,2.1,92,95,1,-3,5,-5,95,1
CCCN(Cc1nnc(-c2ccccc2Cl)o1)C(=O)c1cccc(S(=O)(=O)N2CCOCC2)c1,3.8,100,96,5,9,1,5,104,0
CC(=O)N/N=C(\C)c1cccc(C(F)(F)F)c1,-3.6,95,105,2,6,2,1,101,0
CCC(=O)N(Cc1cc(=O)[nH]c2ccccc12)c1ccccc1C,-2.1,103,102,7,0,-2,5,102,2
COc1cccc(CNS(=O)(=O)c2c(C(=O)N3CCCCC3)c(C)n(C)c2C)c1,0.8,106,106,6,8,0,0,111,1
CCOCCOC(=O)C1=C(C)NC(=O)NC1c1cc2c(cc1Br)OCO2 (centres undefined),-1.3,104,101,1,2,5,-14,105,0
O=c1ccc(Cl)nn1-c1ccccc1,2.2,102,98,6,6,-6,3,105,0
COc1cccc(COC(=O)Nc2ccccc2F)c1,2.0,93,67,10,35,-5,5,97,0
COc1ccc(C(C)NC(=O)CC23CC4CC(CC(C4)C2)C3)cc1 (centres undefined),-2.0,81,110,7,-10,4,-5,107,2
Cc1occc1-c1nnc(SCC(=O)c2c[nH]c3ccccc23)n1C,nt,95,101,1,6,-4,-6,93,2
COc1cccc(NC(=O)CSc2nnc(Cc3cccs3)n2-c2ccc(C)cc2)c1,-0.2,101,88,-14,3,0,0,115,5
CCN1CCN(C(=O)C2CCCN(S(=O)(=O)c3cccc4nsnc34)C2)CC1 (centres undefined),0.3,101,85,6,2,-1,6,103,1
CN(C)CCn1c(N)nc2ccccc21,3.1,104,96,3,-9,1,5,96,1
O=C(Nc1ccc(S(=O)(=O)NC2CCCCC2)cc1)c1ccco1,0.3,102,97,0,7,-1,2,105,0
O=C(Nc1ccc(CN2CCOCC2)cc1)c1ccccc1F,1.0,26[may fluoresce violet],84,-1,2,1,-2,?,0
COc1ccc(/C=N/NC(=O)c2ccc(NC(=O)c3cccc([N+](=O)[O-])c3)cc2)c(OC)c1,0.0,104,81,-1,0,3,10,99,0
CCC(O)C1CCN(C(=O)c2cc(COc3ccc(F)cc3F)on2)CC1 (centres undefined),2.8,86,101,4,-14,6,-2,90,1
COc1cc(/C=C2/SC(=S)N(Cc3ccccc3)C2=O)ccc1OCC(=O)O,-0.2,101,91,-1,-32,-1,1,101,6
CC1CCCCC1NC(=O)COC(=O)c1c2c(nc3ccccc13)/C(=C/c1ccco1)CC2 (centres undefined),-2.5,91,85,4,-104,1,-15,86,6
CC(C)Oc1ccc(C(=O)OC(C)C(=O)NC2CCCCC2C)cc1 (centres undefined),0.2,97,97,-11,-5,1,-24,100,0
COc1ccc(NC(=O)CSc2ccccc2)c([N+](=O)[O-])c1,-1.2,96,101,0,-1,3,1,85,0
Cc1cc(N=Cc2c(O)n(-c3cccc(Cl)c3)c(=O)c3ccccc23)no1,1.1,nt,94,0,-18,2,-4,nt,2
CC(=O)c1cccc(NC(=S)NC(=O)CC(C)(C)C)c1,1.8,98,90,5,2,-3,15,99,0
COc1ccc(C2=NO[C@@H]3C(=O)N(c4cccc(C)c4C)C(=O)[C@H]23)cc1OC,2.5,101,130,-4,19,-1,0,95,0
Cc1cc(/C=C(\C#N)C(=O)NCc2cccs2)c(C)n1-c1ccc([N+](=O)[O-])cc1,2.7,107,103,4,-2,3,3,101,2
O=C1CC(c2ccco2)CC2=C1C=Nc1ccccc1N2 (centres undefined),-0.1,101,96,6,-2,2,-2,106,3
CC(C)CCNC(=O)Cn1c2c(c(-c3ccccc3Cl)cc1=O)CCC2,-1.7,98,107,11,12,10,10,93,0
O=C(/C=C/c1cc2ccccc2o1)c1ccccc1O,-1.3,102,94,3,-4,1,3,100,0
CC1CN(C(=O)COC(=O)c2c(Cl)cccc2Cl)CC(C)O1 (centres undefined),-0.1,98,113,0,-7,-6,0,104,0
COc1ccc(-n2nc(C(=O)NCC(=O)N3CCCC3)c3ccccc3c2=O)cc1Cl,1.1,?,95,4,-6,-3,6,?,0
O=C(NCC(c1cccs1)N1CCOCC1)c1ccc(Cl)nc1 (centres undefined),nt,108,78,2,-3,-1,6,100,2
O=C(CCS(=O)(=O)c1ccc(Cl)cc1)OCC(=O)N1CCCCC1,2.4,105,111,-2,-1,8,1,102,0
CC(=O)c1ccc(S(=O)(=O)NCCc2csc(-c3cccnc3)n2)cc1,0.5,115,86,7,6,-2,6,109,0
Cc1cccc(C(=O)NCCc2nnc(SCC(=O)Nc3nc(C)cs3)n2C)c1,0.4,104,97,0,-28,-1,-1,97,0
COc1ccccc1NC(=O)CN1CCN(C(=O)C2CCCO2)CC1 (centres undefined),2.7,99,101,5,22,-1,11,101,0
CCC1(C)Cc2c(sc3nc(SC)nc(N)c23)CO1 (centres undefined),1.5,89,100,3,-6,-1,4,87,0
